Screens: PubChem BioAssay, several laboratories
PP1 inh = PP1-alpha phosphatase inhibitors, primary screen, counter-screen for PP5 inhibitor project, biochemical, fluorescence, OMFP substrate, single point | Serine/threonine-protein phosphatase PP1-alpha catalytic subunit (Homo sapiens), P62136 | purified PP1alpha | inhibition, % at 6.7 µM | 0.9% of 320,000 active | AID 2235, 2010;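 active means inhibition above the mean inhibition of all tested compounds plus 3 SD, computed separately for each screening campaign, cut at about 15% in these data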
EBNA-1 inh = EBNA-1 DNA-binding inhibitors, primary screen, biochemical, fluorescence polarization; AID 1950, 2009; inhibition, % at 14.8 µM; 0.34% of 300,000 active; in the data active means inhibition above about 28%
PP5 inh = PP5 phosphatase inhibitors, primary screen, biochemical, fluorescence; Serine/threonine-protein phosphatase 5 (Homo sapiens), P53041; purified PP5c, OMFP substrate fluorescence; inhibition, % at 6.7 µM; 0.18% of 320,000 active; AID 1987, 2009;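 active means inhibition above the campaign's mean inhibition across all tested compounds plus 3 SD, cut at about 9.5% in these data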;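 further: 0% = DMSO only and 100% = 100 µM cantharidin control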
TPT1 inh = Candida albicans TPT1 enzyme inhibitors, primary screen, biochemical, fluorescence polarization. AID 1962, 2009. recombinant caTPT1, FP RNA substrate dephosphorylation. 0.81% of 300,000 active. inhibition, % at 5 µM;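 active means inhibition above the mean of all tested compounds plus 3 SD, set per screening campaign, cut at about 24% in these data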;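 further: plate controls were DMSO alone for no effect and ferristatin control at 100 nM for full effect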
HCV core dimer = inhibitors of HCV core protein dimerization, primary screen, biochemical, TR-FRET, high-throughput. TR-FRET GST/Flag-core106 dimerization, 1536-well. inhibition, % at 5 µM. 0.33% of 300,000 active;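 active means inhibition above the mean of all tested compounds plus 3 SD, set per screening campaign, cut at about 45% in these data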
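System: GST-tagged and Flag-tagged HCV core protein residues 1-106 / Input: core106 proteins, GST 13.5 nM and Flag 17 nM / Buffer or medium: KF-containing HEPES buffer, pH 7.45, DTT, CHAPS, BSA / Probe or stimulus: Eu-anti-GST and XL665-anti-Flag labelled anti-tag antibodies / Schedule: 4 h, 22.5 °C incubation / Technique: TR-FRET 671 and 617 nm emission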
GASC-1 inh = inhibitors of GASC-1 histone demethylase, primary screen, biochemical, fluorescence, DELFIA europium. GST-JMJD2C(1-420) H3K9me3 demethylation. inhibition, % at 2.35 µM. AID 2099, 2009. 0.069% of 330,000 active. Lysine-specific demethylase 4C (Homo sapiens), Q9H3R0;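 active means more than half of a compound's replicate wells show inhibition beyond 50%, single wells judged on their own value; inconclusive means some, but no more than half, of replicates pass 50% inhibition; inactive means no replicate passes 50% inhibition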;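 further: signal counts dimethyl H3K9 product captured on neutravidin plate; 0% = median of DMSO wells and 100% = 0.3 times that DMSO median; strong numbers were not always called active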
Target sequence (Q9H3R0 1-420 limits assumed): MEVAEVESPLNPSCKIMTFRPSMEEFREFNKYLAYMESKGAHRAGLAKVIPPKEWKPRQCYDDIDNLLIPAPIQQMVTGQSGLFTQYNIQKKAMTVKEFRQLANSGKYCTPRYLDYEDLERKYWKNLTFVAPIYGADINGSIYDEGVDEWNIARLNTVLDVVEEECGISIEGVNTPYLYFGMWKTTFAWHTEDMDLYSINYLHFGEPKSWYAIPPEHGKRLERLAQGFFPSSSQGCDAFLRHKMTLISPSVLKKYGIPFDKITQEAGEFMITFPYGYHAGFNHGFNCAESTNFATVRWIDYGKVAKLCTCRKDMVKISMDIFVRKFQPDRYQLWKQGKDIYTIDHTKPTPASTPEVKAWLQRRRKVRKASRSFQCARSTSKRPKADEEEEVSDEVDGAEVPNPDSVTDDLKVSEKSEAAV
Yeast superoxide = reduction of superoxide in aged yeast, primary screen, HTS; superoxide response (% of plate mean), % at 10 µM; 0.18% of 330,000 active; S. cerevisiae aged cells, superoxide DHE fluorescence; active compounds read low; AID 2690, 2010;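 active means superoxide response under a set limit, about three screen SD below normal, cut at about 65% in these data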;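 further: yeast aged for seven days with compound at 30 °C before DHE staining; 100% = average MFI of all compound-treated wells on the plate with controls excluded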
ZTA counter = counter-screen for EBNA-1 inhibitors: inhibitors of Epstein-Barr virus ZTA. P03206. ZTA-DNA binding, fluorescence polarization. 0.15% of 320,000 active. inhibition, % at 11 µM; in the data active means inhibition above about 33%
Target sequence (P03206 whole entry, looked up): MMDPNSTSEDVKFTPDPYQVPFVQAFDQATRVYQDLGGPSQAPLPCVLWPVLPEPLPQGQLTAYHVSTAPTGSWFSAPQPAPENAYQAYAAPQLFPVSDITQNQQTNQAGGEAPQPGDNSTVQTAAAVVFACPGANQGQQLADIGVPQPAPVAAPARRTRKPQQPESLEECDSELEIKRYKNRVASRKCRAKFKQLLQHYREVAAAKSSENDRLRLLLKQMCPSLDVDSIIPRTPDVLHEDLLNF
CTSL1 counter = Fasciola hepatica cathepsin L1 inhibitors, primary screen, counter-screen for PFM18AAP inhibitor project, biochemical, QFRET, fluorogenic peptide substrate; recombinant F. hepatica cathepsin L1, Z-Leu-Arg-MCA fluorescence; inhibition, % at 5.96 µM; 0.49% of 300,000 active;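 active means inhibition above the mean of all tested compounds plus 3 SD, set per screening campaign, cut at about 17% in these data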;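 further: 0% = plate median of test compound wells and 100% = 1 µM Z-Phe-Ala-diazomethylketone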
Starred values were filed as active, the others as inactive; i = inactive; u = inconclusive; x = no result given; & = joins results of further samples.

compound	EBNA-1 inh	PP5 inh	PP1 inh	ZTA counter	Yeast superoxide	CTSL1 counter	TPT1 inh	GASC-1 inh	HCV core dimer
CC(O)c1ccc(Oc2cnccn2)cc1 (configuration not stated)	-4	1.2	0	-16	76	-1	0	4	-8
CCCCc1nnc(SCC(=O)Nc2nccs2)n1C	6	1.0	0	-6	88	-4	6	-46	1
CCn1cc(CN2CCC(C(=O)Nc3cccc(-c4cccc(F)c4)c3)CC2)cn1	-15	2.6	-1	0	92	5	-1	12	0
Cc1c(NC(=O)c2ccc3c4c(cccc24)CC3)c(=O)n(-c2ccccc2)n1C	-10	3.1	-3	-1	94	-2	0	2	-6
CCOC(=O)c1ccc(NC(=O)CC2C(=O)N(c3cccc(OC)c3)C(=O)N2CCOC)cc1 (configuration not stated)	-5	3.9	5	-16	104	2	-1	-5&-4	-3
O=c1cc(-c2ccccc2)[nH]n1-c1ccc([N+](=O)[O-])cc1	0	3.6	16*	0	120	-3	0	2	7
Cc1cc(NC(=O)c2ccc(Cl)cc2Cl)n(CCC#N)n1	-19	-1.0	-5	-18	114	-24	0	11	1
CCC(C)OC(=O)C1=C(C)OC23OC(N)=C(C#N)C12C(=O)c1ccccc13 (configuration not stated)	-7	5.4	-3	12	99	-1	2	4	4
Cc1cccc(C(=O)OCC(=O)NCC2COc3ccccc3O2)c1 (configuration not stated)	x	2.7	-4	5	94	x	x	x	x
COc1cc2c(cc1OC)C(C)N(S(=O)(=O)c1ccc(Cl)nc1)CC2 (configuration not stated)	3	-1.7	-3	-13	81	-3	1	u	-5
O=C(Cc1ccccc1)NC(Nc1cccc2ccccc12)C(Cl)(Cl)Cl (configuration not stated)	1	4.6	2	-4	109	4	-1	5	10
CCn1nc(C)c(CNC(=O)c2cc(COc3ccc(F)cc3Cl)on2)c1C	-1	1.1	-1	3	104	-5	-1	0	2
CC1(C)CC(=O)C=C(c2cccnc2)C1	-4	-0.3	0	-16	105	1	-1	5	-4
Cc1ccc(S(=O)(=O)N2CCOCC2)cc1NC(=O)CSCc1c(C)noc1C	x	0.6	3	-24	129	x	x	1	x
Cn1cnc2c(=O)sc3ccccc3c21	3	-1.3	-3	-14	100	-1	-2	2	0

compound	EBNA-1 inh	PP5 inh	PP1 inh	ZTA counter	Yeast superoxide	CTSL1 counter	TPT1 inh	GASC-1 inh	HCV core dimer
COc1cc2c(C(=O)NCCCN3CCN(c4cccc(Cl)c4)CC3)cn(C)c(=O)c2cc1OC	-2	5.2	-2	5	94	0	2	9&-2	3
CCCNC(=O)C(CC)NC(=O)c1cccc([N+](=O)[O-])c1 (configuration not stated)	x	-0.7	-9	-6	116	x	x	-9	x
Cn1c(=O)c2c(ncn2CC(=O)OCC(=O)Nc2cccc(Cl)c2)n(C)c1=O	-6	-0.1	-5	-2	94	-2	4	-3	-2
O=C(c1cc(-c2ccc(Cl)cc2)on1)N1CCCC1	10	0.6	-2	9	99	3	-3	-5	12
CCOc1ccc(S(=O)(=O)N2CCN(C(=O)CCOc3ccccc3C)CC2)cc1	-5	1.4	-2	2	92	3	-3	11	4
CCN(CC(=O)Nc1ccc(S(=O)(=O)N2CCCC2)cc1)Cc1ccccc1	-5	-1.4	-2	-25	99	1	-1	1	-2
COc1ccc(C(=O)N(CN2CCCC2=O)c2ccccc2OC)cc1OC	-15	7.1	-2	-11	110	-2	1	-19	2
CCOCCCNC(=O)CN1C(=O)COc2ccc(S(=O)(=O)N3CCC(C)CC3)cc21	6	3.2	-1	-10	81	-1	0	4	-3
CCC(C)[C@H](NC(=O)N1CCCCCC1)C(=O)OC (some centres not stated)	-1	-1.5	-2	1	91	-1	-3	6	0
CCOc1ccc(Oc2nc(Nc3ccc(C)cc3)nc(N(C)C)n2)nn1	3	0.9	-1	0	104	-1	3	5	2
CCc1c(C)nc(N2CCN(c3cccc(OC)c3)CC2)[nH]c1=O	-3	1.9	0	-9	103	0	-4	-2	6
CCOC(=O)N1CCN(C(=O)c2ccc(N3C(=O)c4ccccc4C3=O)cc2)CC1	0	-0.6	-4	-9	87	7	1	-8	1
Cc1ccc(NC(=O)c2ccccc2NC(=O)CCC(=O)O)cc1	0	-0.6	-3	-7	126	0	-1	-6	5
CCN1CCN(C2CC(=O)NC2=O)CC1 (configuration not stated)	-9	-1.0	-4	-12	91	0	-2	-15	-2
COc1ccc(NS(=O)(=O)Cc2ccccc2Cl)cn1	14	0.1	-4	15	98	1	-1	9	1

compound	EBNA-1 inh	PP5 inh	PP1 inh	ZTA counter	Yeast superoxide	CTSL1 counter	TPT1 inh	GASC-1 inh	HCV core dimer
CC(NC(=O)c1cc(COc2cccc(C(F)(F)F)c2)on1)c1nccs1 (configuration not stated)	-2	0.6	-6	4	99	0	0	4	3
Cc1cc(=O)oc2cc(OCC(O)CN3CCN(c4ccccc4)CC3)ccc12 (configuration not stated)	3	0.7	1	-2	80	-1	-3	2	-4
COc1cc2c(C(=O)NC3CCCCCC3)cn(C)c(=O)c2cc1OC	-3	-1.1	-1	7	94	1	2	-2	-7
CCC(C)(C)NC(=O)C(c1cccnc1)N(C(=O)c1csnn1)c1ccc(C)cc1 (configuration not stated)	-7	-1.8	1	-3	93	-1	2	7	4
O=C(Cc1ccccc1)NCC(=O)Nc1ccccc1Br	5	0.5	1	10	109	-1	0	-1	10
C(=N\Nc1nc(-c2ccccc2)cs1)/c1cccs1	-11	0.9	-5	-9	95	0	5	-6	14
COc1ccc(-c2c(-c3cc(OC)cc(OC)c3)n(C)c3ccc(-c4cc(F)cc(OC)c4)cc23)cc1	x	1.5	-5	7	116	x	x	2	x
CCCCc1nn(-c2cc(Cl)ccc2OC)c2c1C(=O)CC(C)(C)C2	6	0.4	-1	8	91	3	1	3	-4
COc1ccccc1NC(=O)c1ccc(S(=O)(=O)N2CCCC(C)C2)cc1 (configuration not stated)	8	0.5	-1	12	87	1	-2	-7	6
Cc1ccc2c(c1)c(C)cc(=O)n2CCC(=O)O	-13	-1.9	-1	-11	107	4	0	-2	-22
CCNC(=O)CSc1nnc(CN2CCCCCC2=O)n1-c1ccccn1	-9	1.5	-3	-15	95	0	-3	11	2
COc1ccc(N(CN2C(=O)C3CC=CCC3C2=O)C(=O)c2ccco2)cc1 (configuration not stated)	-8	1.5	-4	6	103	-3	-5	-4	0
Cc1ccc(NC(=O)c2ccoc2C)cc1C	-3	0.5	-1	11	94	-3	-3	-1	10
CC(=O)N[C@@H](CC(=O)N[C@H](CCC(=O)O)C(=O)O)C(=O)O	2	0.2	4	-5	88	-6	-2	x	1
Cc1cccn2cc(-c3cccc(S(=O)(=O)N4CCOCC4)c3)nc12	-9	0.3	4	-3	82	2	1	2	8

Part of the list above in order of SMILES length, highest first.
compound	EBNA-1 inh	PP5 inh	PP1 inh	ZTA counter	Yeast superoxide	CTSL1 counter	TPT1 inh	GASC-1 inh	HCV core dimer
COc1ccc(N(CN2C(=O)C3CC=CCC3C2=O)C(=O)c2ccco2)cc1 (configuration not stated)	-8	1.5	-4	6	103	-3	-5	-4	0
CCCCc1nn(-c2cc(Cl)ccc2OC)c2c1C(=O)CC(C)(C)C2	6	0.4	-1	8	91	3	1	3	-4
C(=N\Nc1nc(-c2ccccc2)cs1)/c1cccs1	-11	0.9	-5	-9	95	0	5	-6	14

New compounds follow
compound	EBNA-1 inh	PP5 inh	PP1 inh	ZTA counter	Yeast superoxide	CTSL1 counter	TPT1 inh	GASC-1 inh	HCV core dimer
CCCCNC(=O)CC1N=C2c3ccccc3N=C(SCC(=O)Nc3cccc(C)c3)N2C1=O (configuration not stated)	-1	-0.4	-5	-8	107	2	-6	31	7
CC1(C)CC(NC(=O)C(=O)NCCc2ccccc2)CC(C)(C)N1	2	-1.2	-1	0	91	-3	2	-8	1
COc1cccc(/C=C/C(=O)OCC(=O)NCC2CCCO2)c1 (configuration not stated)	1	-0.4	-2	2	100	-8	1	-1	-8
O=S(=O)(Nc1nc2cc3c(cc2nc1Cl)OCCO3)c1ccccc1	-16	-0.5	-1	13	90	9	-2	1	0
CN1C(=O)C(C(=O)Nc2ccccc2F)c2ccccc21 (configuration not stated)	5	1.4	-6	-6	114	-2	2	-11	-43
N#Cc1c(-c2cccs2)cc(-c2cccnc2)nc1N	-4	0.7	6	-13	98	0	-4	2	-1
COc1ccccc1C(=O)Nc1c2c(nn1-c1ccc(Cl)cc1)CS(=O)(=O)C2	-2	3.2	-3	-3	110	-1	0	10	14
COc1ccc(-c2ccc3c(N)c(C(=O)NC(C)C)sc3n2)cc1OC	3	0.3	-3	4	97	-1	0	i	1
CC(=O)NC1=NN(C(C)=O)C(c2ccccn2)S1 (configuration not stated)	13	-2.5	-7	10	106	-2	-3	2	-1
C=CCn1c2ccccc2c2nnc(SC(CC)C(=O)Nc3nc(C)c(C(=O)OCC)s3)nc21 (configuration not stated)	-8	-1.6	-5	-2	110	0	2	0	4
O=C(NC(=S)Nc1ccc(C(=O)N2CCOCC2)cc1)c1ccc([N+](=O)[O-])cc1	-11	1.7	-3	-12	111	6	0	11	-4
CC(CCc1ccccc1)N(C)CC(O)c1cccc([N+](=O)[O-])c1 (configuration not stated)	10	-0.1	1	9	92	1	1	-2	0
O=C(COC(=O)c1ccc(S(=O)(=O)C(F)F)cc1)Nc1ccccc1C(=O)NC1CC1	x	-2.1	0	8	111	x	x	-4	x
